Source: PubChem BioAssay (The Scripps Research Institute Molecular Screening Center)
CHRM1 PAM = positive allosteric modulators of human M1 muscarinic receptor. CHO-K1 hM1, Fluo-8 calcium fluorescence, ACh EC20; 0% = ACh EC20, 100% = maximal ACh. hit rate 0.088% among 360,000. activation, % at 3 µM. P11229. AID 588819; in the data active means activation above about 19%, passing the limit was not always enough
Target sequence (P11229 whole entry, looked up): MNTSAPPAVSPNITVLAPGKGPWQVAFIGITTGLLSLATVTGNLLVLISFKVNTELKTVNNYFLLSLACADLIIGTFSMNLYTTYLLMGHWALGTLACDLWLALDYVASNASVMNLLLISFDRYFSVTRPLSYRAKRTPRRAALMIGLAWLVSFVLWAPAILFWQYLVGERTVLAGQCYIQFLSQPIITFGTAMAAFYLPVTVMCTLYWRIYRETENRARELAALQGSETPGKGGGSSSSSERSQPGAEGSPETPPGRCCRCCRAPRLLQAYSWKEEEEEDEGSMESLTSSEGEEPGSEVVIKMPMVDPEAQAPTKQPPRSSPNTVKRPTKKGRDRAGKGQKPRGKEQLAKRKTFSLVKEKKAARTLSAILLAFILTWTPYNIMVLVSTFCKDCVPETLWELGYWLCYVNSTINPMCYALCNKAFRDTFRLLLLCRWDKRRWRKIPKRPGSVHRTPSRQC
M1 ag parental = counter-screen for M1 agonists: effect in parental CHO-K1 cells; Fluo-8 calcium fluorescence; scaled to maximal ATP response, vehicle zero; hit rate 0.48% among 360,000; activation, % at 3 µM; in the data active means activation above about 15%;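 further: untransfected CHO-K1 host cells lacking M1 receptor as counterscreen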
CHRM1 antagonist = antagonists of human M1 muscarinic receptor. P11229. CHO-K1 hM1, Fluo-8 calcium fluorescence, ACh EC80 antagonist. inhibition, % at 3 µM. hit rate 1.3% among 360,000. AID 588852;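 active means percent inhibition above its own plate's cutoff, namely the mean of that plate's compound wells plus 3 SD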;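 further: peak over basal fluorescence ratio during 140 s after agonist addition; 0% = ACh EC80 plus DMSO and 100% = DMSO alone without agonist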
M1 ag = agonists of human M1 muscarinic receptor; CHO-K1 hM1, Fluo-8 calcium fluorescence, agonist mode; 0% DMSO, 100% acetylcholine EC100; P11229; hit rate 0.33% among 360,000; activation, % at 3 µM;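 active means activation above the run's mean compound activation plus 3 SD, cut at about 16% in these data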;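 further: peak over basal fluorescence ratio within a 140 s kinetic read after compound addition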
M4 ag = CHRM4 agonism in calcium assay. hit rate 0.14% among 360,000. CHO-K1 hM4/Gqi5, Fluo-8 calcium fluorescence; vehicle 0%, full acetylcholine response 100%. activation, % at 3 µM;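 active means activation above the run mean over all test wells plus 3 SD, cut at about 32% in these data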;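 further: peak over basal fluorescence ratio per well then scaled between controls; 0% = DMSO wells and 100% = acetylcholine at EC100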
Target sequence (P08173 whole entry, looked up): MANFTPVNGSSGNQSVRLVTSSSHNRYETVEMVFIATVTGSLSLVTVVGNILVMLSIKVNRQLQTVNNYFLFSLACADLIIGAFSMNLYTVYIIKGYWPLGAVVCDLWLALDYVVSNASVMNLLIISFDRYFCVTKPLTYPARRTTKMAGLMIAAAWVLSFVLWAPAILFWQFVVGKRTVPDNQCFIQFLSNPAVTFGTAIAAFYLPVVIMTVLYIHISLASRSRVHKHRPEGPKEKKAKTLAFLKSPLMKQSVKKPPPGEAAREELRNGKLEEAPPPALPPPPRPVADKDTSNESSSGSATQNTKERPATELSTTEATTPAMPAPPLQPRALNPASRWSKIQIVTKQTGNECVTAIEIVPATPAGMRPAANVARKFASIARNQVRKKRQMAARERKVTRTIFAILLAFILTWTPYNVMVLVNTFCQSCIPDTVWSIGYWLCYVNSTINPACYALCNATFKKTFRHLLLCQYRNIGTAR
CHO-K1 Ca antag = M1 antagonist counterscreen hit in parental CHO-K1 cells | ATP-induced calcium, Fluo-8 fluorescence | inhibition, % at 3 µM | hit rate 0.6% among 360,000 | AID 602250;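 active means inhibition above a per-plate cutoff, the plate's mean sample inhibition plus 3 SD, cut at about 24% in these data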;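 further: 0% = DMSO plus EC80 ATP and 100% = DMSO alone without ATP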
M4 antag = blocks acetylcholine activation of human M4 receptor; CHO-hM4 cells, ACh EC80, Fluo-8 calcium fluorescence; AID 624125; P08173; inhibition, % at 3 µM; hit rate 0.73% among 360,000;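 active means inhibition above its plate's cutoff, the mean inhibition of sample wells plus 3 SD, cut at about 27% in these data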;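 further: 0% = acetylcholine EC80 with DMSO and 100% = DMSO without agonist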
OXTR potentiator = potentiators of human oxytocin receptor | P30559 | CHO-OTR cells, Fluo-8 calcium fluorescence, potentiator mode; 0% = oxytocin EC15, 100% = EC100 | activation, % at 3 µM | hit rate 0.061% among 320,000;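 active means activation above that plate's cutoff, the mean activation of tested compounds plus 3 SD, cut at about 6.6% in these data, passing the limit was not always enough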;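 further: 100% uses oxytocin at 75 nM as the full agonist control; some results filed as inactive read as strong as hits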
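test system = CHO-OTR cells, human receptor | compound = single-point 3.0 µM | schedule = 6 min compound pre-incubation at room temperature, 100 s kinetic read | signal = Fluo-8 no-wash calcium dye fluorescence, excitation 470-495 nm, emission 515-575 nm | repeats = single well per compound, singlicate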
CHO parental Ca = counter-screen: ATP calcium response change in parental CHO cells; parental CHO-K1, ATP-induced calcium, Fluo-8 fluorescence; hit rate 0.63% among 330,000; inhibition, % at 5.6 µM;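 active means inhibition above that plate's mean sample inhibition plus 3 SD, cut at about 26% in these data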;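 further: 0% = ATP-challenged DMSO wells and 100% = DMSO wells without ATP; some compounds past the cut are filed as inactive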
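Assay system: parental CHO cells; Read-out basis: percent inhibition of ATP-evoked calcium rise, normalized to controls; Benchmarks: ATP and no-ATP DMSO wells; Compound dosing: single nominal dose of 5.6 µM per compound; Signal: Fluo-8 calcium dye fluorescence; Also added: ATP as calcium-mobilizing challenge; Repeats: singlicate.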
An asterisk follows results filed as active; / = no result given.

SMILES	CHRM1 PAM	M1 ag parental	CHRM1 antagonist	M1 ag	M4 ag	CHO-K1 Ca antag	M4 antag	OXTR potentiator	CHO parental Ca
CCN(CC(=O)Nc1cc(Cl)ccc1C)c1ncnc2sc(C)c(C)c12	-5	5.4	5	-11	5	-2	-8	-5	-16
CC(C)C(NS(=O)(=O)c1cccs1)C(=O)N1CCc2ccccc2C1 (stereo unspecified)	5	-0.1	-13	-2	3	5	0	-1	-14
Cc1cc(O)c(NC(=O)c2ccco2)cc1C	-3	0.1	10	-3	1	13	2	-11	-3
Cc1nn(-c2ccc(C(F)(F)F)cn2)c(C)c1Oc1ccccc1O	9	0.1	-13	-4	-2	-6	2	-7	6
Cc1ccc(NC(=S)NCc2cccs2)cc1	-7	1.1	3	-4	2	-6	-13	-3	-14
N#Cc1ccccc1S(=O)(=O)N1CCN(C(=O)CCC2CCCC2)CC1	11	0.1	-3	-3	2	6	2	-1	-20
CC(=O)Nc1ccccc1-c1nc2ccccc2nc1OCC(=O)c1ccc(Br)cc1	9	0.2	-11	-5	1	-19	-3	-3	-11
CCOc1ccc(N(CC(=O)Nc2ccccc2C(=O)N2CCCC2)S(C)(=O)=O)cc1	8	2.2	-11	-4	2	-13	-2	-5	8
CN(CC(=O)Nc1cccc(F)c1)C(=O)CSc1nc2ccccc2s1	6	1.9	-6	-1	5	-3	-8	-9	-15
Cc1cc(C)n2nc(C)c(-c3ccccc3)c2n1	10	-0.4	-6	-1	-1	11	-6	4	-10
COc1ccc(CC(=O)NNc2ncnc3c2cnn3-c2ccc(C)cc2)cc1	6	0.6	-12	-4	1	-6	5	3	-11
CCN=C1SC(CC(=O)Nc2ccccc2OCC)C(=O)N1CC (stereo unspecified)	10	0.2	-5	-4	1	-14	1	-7	-13
Cc1ccc(-n2nnc3c(=O)oc4ccccc4c32)cc1	2	0.5	-1	-4	-1	-5	7	-16	15
O=C1NN=C(c2ccccc2)CC1c1c[nH]c2ccccc12 (stereo unspecified)	8	1.7	-5	-2	4	-12	4	-6	-12
CN(C)C(=O)Cn1c(SCC(=O)Nc2ccc3c(c2)OCO3)nc2ccccc21	-2	0.4	-30	-3	2	-7	-17	-6	-24
Cn1c(SCC(=O)Nc2ccccc2F)nnc1-c1ccc(S(=O)(=O)N2CCOCC2)cc1	0	-0.2	5	-3	0	7	6	-3	-9
O=C(N/N=C/c1cccc([N+](=O)[O-])c1)c1cccc(Br)c1	9	5.2	-5	-4	1	0	0	-4	-5
Cn1nnc(NC(=O)c2cccc(OCc3ccccc3)c2)n1	8	0.4	-20	-3	1	-10	4	6	-4
Cc1c(C(=O)NN)nn(-c2ccc(Cl)cc2)c(=O)c1C#N	-1	0.3	9	-4	0	-8	-3	4	-4
CC1=C(C#N)c2nc(N)c(C#N)c(C)c2/C1=C\c1ccc(-c2ccccc2C(=O)O)o1	3	5.5	1	-8	8	3	-3	/	/
Cc1ccc(C(=O)N[C@H](C(=O)Nc2cc(Cl)cc(Cl)c2)C(C)C)cc1	9	4.9	-10	-4	0	-9	3	-8	-10
COCCNC(=O)c1cc(-c2cccc(OC)c2)on1	-1	0.1	1	-4	0	-18	0	2	4
CC(OC(=O)CNC(=O)c1ccc(Cl)c([N+](=O)[O-])c1)C(=O)NCc1ccco1 (stereo unspecified)	4	1.0	-3	-1	1	-1	-1	0	-13
COc1ccc(S(=O)(=O)NNC(=O)C2CC(c3cccnc3)=NO2)cc1 (stereo unspecified)	8	2.5	-8	-7	1	-12	-5	0	7
COCCCNC(=O)Cn1nnc(-c2ccc(NC(=O)c3ccccc3F)cc2)n1	5	1.2	-21	-2	2	-8	3	-7	-1
O=C(CC1c2cc(F)ccc2C=C(c2ccsc2)N1c1ccc(C#CCCO)cc1)c1ccco1 (stereo unspecified)	/	0.3	/	/	0	-6	5	/	/
O=C(CCCn1c(=S)[nH]c2ccccc2c1=O)NC1CCCCC1	20	0.3	-26	-1	1	-12	-1	1	-10
COc1ccc(NCC(=O)N/N=C2\CCc3ccccc32)cc1	6	-0.3	-5	-3	2	-18	-29	-8	-23
CCCCCCCCn1cnc2c(N)c(C)c(C)cc21	-3	0.0	5	-2	-1	-11	2	3	-17
Cc1ccccc1NC(=O)/C(=C\c1cccs1)NC(=O)c1ccco1	1	0.9	-1	-3	3	-12	-9	-1	-10
CCOC(=O)c1ccc(NC(=O)CCC(=O)OC)cc1	-3	0.6	8	-4	0	-2	6	-12	-16
Cc1nn(CCCC(=O)NCc2ccccc2)c(=O)c2nccn12	4	0.2	-17	-4	0	-8	-10	-4	-12
NC(=NC(=O)c1ccc(Cl)cc1)N1N=CCC1c1ccccc1 (stereo unspecified)	8	-0.7	5	2	4	25*	-5	-2	-19
CCSc1cc(C)nc2c(-c3ccc(Cl)cc3)c(C)nn12	7	0.3	-14	-5	1	-11	-5	-2	-10
COc1ccc(-n2c(=S)[nH]c3ccccc3c2=S)cc1	16	-0.2	-14	2	1	0	9	-15	1
Cc1nn2c(NCCN(C)C)c3c(nc2c1-c1ccccc1)CCC3	6	-0.3	-8	-6	1	-2	-16	-4	-9
O=C(NCc1ccccc1)C1=C[C@@H](c2ccc(Br)cc2)C[C@@H](OCc2ccc(CO)cc2)O1	-5	0.1	10	-6	3	-5	13	-7	-5
COc1ccc(CCNC(=O)c2c(N)no[n+]2[O-])cc1OC	1	0.0	0	-2	1	6	-4	-3	-7
Cc1ccc(C(C)C)c(OCCNC(=O)c2ccccc2O)c1	-16	4.3	14	-6	5	1	3	-17	-11
CCCCNC(=O)C(=O)N/N=C/c1ccc(C(=O)OC)cc1	1	1.4	10	-1	0	16	3	-1	-4

Gathered by group: the compounds so far with a thiophene ring, fused or not
SMILES	CHRM1 PAM	M1 ag parental	CHRM1 antagonist	M1 ag	M4 ag	CHO-K1 Ca antag	M4 antag	OXTR potentiator	CHO parental Ca
CCN(CC(=O)Nc1cc(Cl)ccc1C)c1ncnc2sc(C)c(C)c12	-5	5.4	5	-11	5	-2	-8	-5	-16
CC(C)C(NS(=O)(=O)c1cccs1)C(=O)N1CCc2ccccc2C1 (stereo unspecified)	5	-0.1	-13	-2	3	5	0	-1	-14
Cc1ccc(NC(=S)NCc2cccs2)cc1	-7	1.1	3	-4	2	-6	-13	-3	-14
O=C(CC1c2cc(F)ccc2C=C(c2ccsc2)N1c1ccc(C#CCCO)cc1)c1ccco1 (stereo unspecified)	/	0.3	/	/	0	-6	5	/	/
Cc1ccccc1NC(=O)/C(=C\c1cccs1)NC(=O)c1ccco1	1	0.9	-1	-3	3	-12	-9	-1	-10

(listing goes on)
SMILES	CHRM1 PAM	M1 ag parental	CHRM1 antagonist	M1 ag	M4 ag	CHO-K1 Ca antag	M4 antag	OXTR potentiator	CHO parental Ca
Cc1cc2ccccc2n1CCNC(=O)C(C)C	1	1.4	-2	-4	1	1	-12	-5	1
Nc1cc(=O)[nH]c(SCC(=O)NC2CCCCCCC2)n1	9	0.0	-5	-8	0	-6	-5	-1	-15
O=C(Nc1cccc(O)c1)c1cccc(S(=O)(=O)N2CCCCCC2)c1	7	13	-7	7	8	16	-9	/	/
O=C(Nc1ccccn1)Nc1ccccc1Cl	3	3.9	-2	-2	-1	-10	8	-1	-4
COc1ccccc1-n1c(C)nc2cc(C(=O)NCc3ccc4c(c3)OCO4)ccc21	7	0.9	-7	-5	3	-2	-4	-7	-19
Cc1cc(=O)n2[nH]c(SCc3ccc(Cl)cc3)nc2n1	0	0.3	-1	-2	0	15	7	-2	-15
Cc1csc(SCC(=O)Nc2cc(S(=O)(=O)N3CCOCC3)ccc2N2CCOCC2)n1	3	0.3	-4	-4	1	-12	1	0	-15
CC(C)CC(=O)Nc1nnc(CSCc2ccc(F)cc2)s1	-6	6.0	12	-2	16	-13	7	-2	-11
CCNC(=O)C1(C)CCCN(C(=O)c2cc(-c3ccccc3)cs2)C1 (stereo unspecified)	4	1.9	-5	-1	3	-12	-1	/	/
CCCCN1CC(=O)N2[C@H](c3ccc(Cl)cc3)[C@@H]3C(=O)N(CC)C(=O)[C@@H]3[C@]2(Cc2ccccc2)C1=O	6	0.8	-1	-4	1	-12	3	6	-19
O=C(COC(=O)c1c(F)cccc1F)Nc1ccc(N2CCCCC2)cc1	10	1.5	-9	-7	3	-11	3	1	2
COCCCNC(=O)C1CCN(C(=O)c2cc3sccc3n2Cc2ccc(F)cc2)CC1	3	8.8	-2	2	11	-13	-3	-5	-16
Cc1cccc(NC(=O)Nc2ccc(S(N)(=O)=O)cc2)c1	0	0.6	9	2	1	-9	-2	-3	-1
CCNC(=O)C1CC(=O)N(c2ccc(Br)cc2)C1 (stereo unspecified)	6	-0.1	-5	-5	0	-8	-6	-14	-4
Cc1ccc(S(=O)(=O)Nc2ccc3c(c2)C(=O)N([C@H](C)CO)C[C@H](C)[C@@H](CN(C)Cc2ccccc2)O3)cc1	6	0.0	-13	-3	0	-5	-8	-7	-17
Cc1onc(-c2ccccc2)c1-c1csc(N/N=C/c2ccccc2Cl)n1	-5	1.6	6	-5	5	-19	-4	-2	-16
COC(=O)CSc1nnc(CNC(=O)c2cccs2)n1-c1cccc(C)c1	17	0.6	-5	4	1	-37	-8	/	/
Cc1nc2ccccc2nc1CN1CCN(Cc2ccc(F)c(F)c2)C(CCO)C1 (stereo unspecified)	9	0.2	-11	-5	1	-10	-7	-12	-29
O=C(N/N=C/c1ccc(Cl)cc1)c1nc2ccc([N+](=O)[O-])cc2c(=O)[nH]1	3	-0.3	-2	-2	1	1	14	-2	0
Cc1ccsc1CNC1CCCCC1	12	0.3	-14	-7	1	-6	-4	2	-9
CCOc1ccc(C(=O)N2CCN(CC(=O)N3CCCC3)CC2)cc1OCC	-1	-0.3	10	0	0	-8	10	-8	-5
Cc1cc(NC(=O)NCC(F)(F)F)no1	6	0.8	-8	-3	1	-1	-2	-5	-3
CC1CCN(C(=O)c2ccc3c(c2)NC(=O)/C(=C/c2ccccc2)S3)CC1	-6	1.0	3	-2	6	-12	-30	-5	-13
CC(=O)c1cccc(N(CC(=O)Nc2ccccc2F)S(C)(=O)=O)c1	13	-0.5	-10	-1	0	13	-6	-8	-2
CCc1c(C)sc(NC(=O)c2cccs2)c1C(=O)OC(C)C	4	0.9	-2	-4	1	-28	4	-5	-23
Cc1cccc(NS(=O)(=O)c2cccc(C(=O)NCCCN3CCOCC3)c2)c1	8	1.6	-6	-5	0	-4	-1	-1	-10
O=C(c1scc2c1CCCC2)N1CCCCC1	2	0.5	-7	-4	-1	-4	1	-6	-6
CCCOc1c(Cl)cc(/C=N/O)cc1OCC	-5	-1.0	4	-4	-3	11	-5	-7	-11
CCCn1c(=NC(=O)c2ccco2)c(C(=O)OCC)cc2c(=O)n3ccccc3nc21	6	0.9	0	-6	0	-7	5	-6	-14
Cc1ccc(Cl)cc1NC(=O)CCS(=O)(=O)c1cccc2nonc12	4	7.4	-13	-2	2	-8	-2	-4	-15
O=C(NCCc1ccccc1)C(=O)Nc1ccc([N+](=O)[O-])cc1	1	1.1	-1	-7	0	-11	0	-9	0
Cc1ccccc1C(=O)Nc1ccnn1C1CCN(Cc2ccncc2)CC1	8	-0.1	-6	-2	1	-1	-1	5	-2
